# PKM2 activator – increases activity of human pyruvate kinase M2. Potency, µM (series often up to 57.5 µM), inactives show top-dose activation, actives largely listed as activators. purified PKM2, Kinase-Glo ATP luminescence, activation; response scale: 0% is enzyme alone, no compound. actives 0.34% (n = 260,000). AID 1631. P14618; also: potency is read from the fitted curve at half-maximal effect; % is scaled to controls: 0 for no effect and ±100 for the full control effect; nearly all actives have a fitted effect of over 55% in size
#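 Purified hPK-M2 (>95% pure) converted ADP (0.1 mM final) to ATP with 0.5 mM PEP in 50 mM imidazole pH7.2, KCl, MgCl2, Tween 20, BSA; 1 h at room temperature. ATP detected by Kinase-Glo luminescence.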
# FLuc modulator – inhibits or activates purified firefly luciferase, miR-21 counter-screen; purified FLuc, Km substrates, luminescence inhibition; Potency, µM (series often up to 57.5 µM), for the others: at the top dose activity change, negative = inhibition, actives largely listed as inhibitors; P08659; AID 588342; actives 6.9% (n = 360,000);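 also: potency is read from the fitted curve at half-maximal effect; plate controls were vehicle for no effect and reference inhibitor for full effect; nearly all actives have a fitted effect of over 55% in size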
# Target sequence (P08659 whole entry, looked up): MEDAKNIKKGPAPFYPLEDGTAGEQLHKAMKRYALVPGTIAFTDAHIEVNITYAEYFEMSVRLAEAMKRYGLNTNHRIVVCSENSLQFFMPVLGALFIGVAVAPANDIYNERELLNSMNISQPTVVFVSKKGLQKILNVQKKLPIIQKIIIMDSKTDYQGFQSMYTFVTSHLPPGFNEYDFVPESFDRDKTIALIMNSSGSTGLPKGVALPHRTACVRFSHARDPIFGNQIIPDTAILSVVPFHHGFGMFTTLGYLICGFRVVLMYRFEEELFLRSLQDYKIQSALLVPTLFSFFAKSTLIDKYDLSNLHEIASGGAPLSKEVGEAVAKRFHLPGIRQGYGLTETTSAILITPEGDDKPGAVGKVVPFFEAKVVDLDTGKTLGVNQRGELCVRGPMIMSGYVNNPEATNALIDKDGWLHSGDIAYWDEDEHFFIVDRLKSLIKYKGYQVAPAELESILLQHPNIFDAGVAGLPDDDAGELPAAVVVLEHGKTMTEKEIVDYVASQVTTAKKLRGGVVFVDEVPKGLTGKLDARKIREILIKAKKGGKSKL
#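 Purified P. pyralis luciferase, 10 nM final, with Km-level 10 uM D-luciferin and 10 uM ATP in 50 mM Tris acetate pH 7.5, 10 mM Mg acetate, 0.01% Tween-20, 0.05% BSA; 6-point qHTS titration about 60 µM downward; luminescence read.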
# ELG1 genotoxic – genotoxicity induction in ELG1-luciferase HEK293T cells; Potency, µM (doses to about 46 µM), inactives show at the top dose activity change, positive = activation, hits mostly activators; AID 504466; actives 1.3% (n = 330,000); HEK293T ELG1-luciferase reporter, luminescence, 16 h; also: potency is read from the fitted curve at half-maximal effect; % of control where 0% means no effect; nearly all actives have a fitted effect of over 60% in size
#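 DMSO vehicle served as control against compound-treated ELG1-luciferase HEK293T cells; exposure lasted 16 hr at 37 °C and 5% CO2, followed by ONE-Glo luminescence detection after 30 min.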
# RORg inh – inhibitors of mouse ROR gamma transcriptional activity; Drosophila S2 Gal4-RORgamma UAS-luciferase reporter, 20 h; Potency, µM (highest dose often 53.6 µM), for inactives: at the highest dose activity change, negative = inhibition, hits mostly inhibitors; actives 5.4% (n = 310,000); also: potency is read from the fitted curve at half-maximal effect; % is scaled to controls: 0 for no effect and ±100 for the full control effect; nearly all actives have a fitted effect of over 60% in size
# Target sequence (P51450 whole entry, looked up, the tested form may be a part): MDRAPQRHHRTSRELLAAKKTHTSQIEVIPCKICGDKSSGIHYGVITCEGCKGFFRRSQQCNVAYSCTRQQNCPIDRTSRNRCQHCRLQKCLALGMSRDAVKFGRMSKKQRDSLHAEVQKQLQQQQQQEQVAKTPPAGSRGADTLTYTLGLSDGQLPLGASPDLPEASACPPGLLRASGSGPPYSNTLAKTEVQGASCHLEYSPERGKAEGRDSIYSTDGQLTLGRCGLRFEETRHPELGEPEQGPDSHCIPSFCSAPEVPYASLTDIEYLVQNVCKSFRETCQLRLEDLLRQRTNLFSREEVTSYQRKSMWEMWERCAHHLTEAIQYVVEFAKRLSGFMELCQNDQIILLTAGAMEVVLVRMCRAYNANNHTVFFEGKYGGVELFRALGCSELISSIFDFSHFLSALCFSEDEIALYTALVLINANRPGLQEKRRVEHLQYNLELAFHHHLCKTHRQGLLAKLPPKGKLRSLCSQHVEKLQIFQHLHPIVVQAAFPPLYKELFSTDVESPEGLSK
#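 Read-out: Photinus luciferase luminescence; inhibitors lower reporter signal. Insect Schneider cells with Gal4-ROR gamma fusion under metallothionein promoter, UAS reporter; 700 uM final copper sulfate induction, 20 hr, ambient temperature.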
# Gal4-VP16 FLuc – inhibits Gal4-VP16 luciferase reporter, ROR gamma counter-screen; Drosophila S2 Gal4-VP16 UAS-luciferase, luminescence, 20 h; Potency, µM (highest dose often 53.6 µM), inactives show at the top dose activity, negative = inhibition, hits mostly inhibitors; actives 3.5% (n = 310,000);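 also: Gal4-VP16 expression switched on by copper sulfate through the metallothionein promoter; potency is read from the fitted curve at half-maximal effect; % is scaled to controls: 0 for no effect and ±100 for the full control effect; nearly all actives have a fitted effect of over 50% in size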
# p53 reactivation – mutant p53 re-activation in reporter cells. H1299 p53-A138V BP100-luciferase reporter, luminescence, 24 h. Potency, µM (top dose mostly 92.2 µM), inactives show at the highest dose activity change, positive = activation, hits mostly activators. actives 0.063% (n = 320,000); also: potency is read from the fitted curve at half-maximal effect; % of control where 0% means no effect; nearly all actives have a fitted effect of over 45% in size
#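 p53-null H1299 cells stably carrying temperature-sensitive p53-A138V and a BP100-luciferase reporter were pinned with compounds (4-point, 1:5 series) and held 24 hrs at 37 deg C. Luminescence was read 10 min after detection reagent.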
# BRCA1 expr up – activators of BRCA1 expression. MCF7-BRCA1-FFLuc reporter, luminescence, 48 h; response scale: scaled: vehicle 0%, 10 µM genistein 100%. Potency, µM (series often up to 46.1 µM), for the others: top-dose activation, actives largely listed as activators. actives 1.1% (n = 380,000); also: potency is read from the fitted curve at half-maximal effect; nearly all actives have a fitted effect of over 80% in size; some results filed as inactive show a strong effect at the top dose
#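 First, MCF7-BRCA1-FFLuc cells (2000/well) attach for 2 h; next, compounds are pin-added and incubated 48 h at 37 °C; finally, luciferase reagent is added and luminescence read after 15 min.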
# NPC1 promoter act – activators of NPC1 promoter | Huh7 NPC1 promoter luciferase reporter, 24 h | Potency, µM (top dose mostly 9.22 µM), without a hit: at the top dose activation, actives largely listed as activators | actives 2.4% (n = 320,000) | AID 485313;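 also: potency is read from the fitted curve at half-maximal effect; % of control where 0% means no effect; nearly all actives have a fitted effect of over 60% in size; reporter is driven by a mutant NPC1 promoter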
#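 Luminescence from an NPC1 promoter-driven luciferase reporter in stably transfected Huh7 cells was measured after 24 h compound treatment at 37 °C, followed by 10 min ambient incubation with luciferase detection reagent.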
# Menin MLL FP TR – menin-MLL binding inhibition, Texas Red mutant peptide; O00255; Menin + Texas Red MLL mutant peptide, fluorescence polarization; Potency, µM (top dose mostly 61.6 µM), for inactives: at the highest dose FP activity change, negative = inhibition, most hits filed as inhibitors; actives 0.23% (n = 270,000); AID 1768; active = well fitted inhibition curve with a large enough effect in the polarisation, with a control signal flat, not every such curve was filed as active; inconclusive = small, poorly fitted or top-dose-only effect, or effect the other way, or a change in a side signal; inactive = no such curve, though single readings can be large or run the other way; the % refers to the polarisation; also: potency is read from the fitted curve at half-maximal effect; % of control where 0% means no effect; many of its hits are not listed in these tables
# Rab9 promoter act – activators of Rab9 promoter; Potency, µM (highest dose often 9.22 µM), for inactives: top-dose activation, negative = inhibition, hits mostly activators; actives 2.8% (n = 320,000); Huh7 Rab9 promoter-luciferase reporter, luminescence, 24 h; also: potency is read from the fitted curve at half-maximal effect; % of control where 0% means no effect; nearly all actives have a fitted effect of over 60% in size
#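 Luciferase signal after 10 min detection reagent at ambient indicates Rab9 promoter upregulation; stably transfected Huh7 cells were treated 24 h with compound in DMSO at 37 °C, 5% CO2.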
# Giardia kill – Giardia lamblia killing; Giardia lamblia trophozoite viability; actives 0.15% (n = 340,000); AID 540267; activity change, % at 7.66 µM, hits read low; in the data active = activity change below about -80%; inconclusive = between about -30% and that limit;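 also: parasites exposed to compound for two days anaerobically before the ATP read; % is scaled to controls: 0 for no effect and ±100 for the full control effect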
#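 Killing of trophozoites was scored by loss of ATP luminescence after a 48 hrs anaerobic exposure to compounds at 37 deg C, using 100 cells per well.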
# Numbers without * were called inactive; ? = inconclusive; . = no result given; [ ] = another dose, or the depositor's remark. Unless noted, calls follow the shape of the dose curve; as a rule, active = well fitted curve in the direction sought with a large enough effect; inconclusive = small, poorly fitted or top-dose-only effect, or another doubt; inactive = no such curve, though single readings can be large; an effect the other way counts as inactive or inconclusive. The list is partial (hit frequency here may not be typical).
Molecule,PKM2 activator,FLuc modulator,ELG1 genotoxic,RORg inh,Gal4-VP16 FLuc,p53 reactivation,BRCA1 expr up,NPC1 promoter act,Menin MLL FP TR,Rab9 promoter act,Giardia kill
Cc1ccc(N2CCN(/N=C/C3=C(N4CCOCC4)C(=C\c4ccccc4)/CC3)CC2)cc1,-5%,0%,-2%,9%,0%,-4%,0%,-4%,.,9%,6
CCc1nnc(NS(=O)(=O)c2ccc(NC(=O)c3cccc4ccccc34)cc2)s1,16%,?,1%,23%,-12%,-2%,0%,-2%,23%,1%,-23
c1ccc(-c2ccccc2OCCCCN2CCCCC2)cc1,-2%,8%,-8%,-43%,-18%,-20%,-44%,-3%,-26%,-2%,13
CCOC(=O)C(=CNc1ccc(S(N)(=O)=O)cc1)C(=O)OCC,2%,-1%,0%,-5%,-2%,?,-3%,-1%,.,6%,5
O=C(CSc1nnc(-c2cccc(S(=O)(=O)N3CCCCC3)c2)o1)NCCC1=CCCCC1,5%,4%,-6%,6%,-2%,-21%,-26%,-5%,5%,-5%,5
COc1ccc(-c2c(-c3cc(OC)cc(OC)c3)n(C)c3ccc(-c4ccc5[nH]ccc5c4)cc23)cc1,.,-2%,1%,.,.,8%,-18%,15%,.,1%,-6
CCCCCCC(=O)Nc1ccc(Br)cn1,4%,?,10%,-14%,18%,10%,88%,19%,.,?,-8
O=C(c1ccccc1)N1N=C(c2cccs2)CC1c1ccccc1O (configuration not stated),0%[11.5 µM],5%,0%,19%,-5%,.,-19%,-3%,22%,5%,12
NS(=O)(=O)c1cccc(NC(=O)CCc2ccc(S(=O)(=O)N3CCOCC3)cc2)c1,.,2%,0%,.,.,15%,-1%,-3%,.,-2%,18
CCN(CC)S(=O)(=O)c1cc([N+](=O)[O-])ccc1N=Nc1c(O)[nH]c2ccccc12,-5%,2%,2%,?,?,2%,-30%,18%,28%,-2%,-2
CC(C)(C)C1CCC(=NNS(=O)(=O)c2ccc(Br)cc2)CC1 (configuration not stated),-3%,0%,-1%,-19%,1%,-3%,18%,-2%,11%,1%,5
CC(C)NC(=O)COC(=O)c1cc(Br)ccc1Cl,7%,-3%,1%,19%,7%,-1%,-4%,1%,16%,-4%,2
COc1ccc(C(=O)COC(=O)COc2cc(C)cc(C)c2)cc1,-5%,?,9%,1%,-1%,28%,11%,2%,.,-3%,-2
CCOc1ccc(C(=O)CCC(=O)NC(C)C(=O)OC)cc1 (configuration not stated),4%,5%,11%,15%,-2%,-1%,7%,-4%,4%,2%,10
O=C(Nc1cccc(S(=O)(=O)NC2=NCCC2)c1)c1cc(Cl)ccc1[N+](=O)[O-],.,1%,0%,.,.,-1%,-15%,-1%,.,-2%,10
COc1ccccc1C(=O)Nn1cnc2ccccc2c1=O,-3%,-18%,6%,31%,16%,25%,10µM*,?,-1%,25%,5
Cc1ccc(N(CC(=O)NC2CCCCC2)C(=O)CNC(=O)c2ccco2)c(C)c1,2%,1%,2%,-15%,2%,-8%,-18%,0%,-10%,-2%,5
CN(CC(=O)NC1CC1)S(=O)(=O)c1cc(Cl)ccc1Cl,-2%,-1%,3%,-4%,-5%,-1%,6%,4%,.,-1%,13
COCCCNC(=O)c1nc2ccccc2c(=O)n1NC(=O)Nc1c(Cl)cccc1Cl,.,-3%,-1%,9%,-3%,2%,3%,-3%,-29%,-8%,-20
O=C1CC(c2c[nH]c3ccccc23)C(=O)N1c1ccccc1 (configuration not stated),-2%,-12%,2%,?,-6%,1%,17%,-6%,-2%,-1%,3
Cc1cccn2c(=O)nc(SCC(=O)NC3CCCCC3)nc12,.,-2%,23%,.,.,0%,7%,-2%,.,2%,23
Fc1ccc(NC(=S)NC2CC3CCCC(C2)N3Cc2cccs2)cc1 (configuration not stated),-1%,2%,-13%,10µM*,?,-1%,3%,0%,-17%,2%,-5
Nc1nc(SCC(=O)Nc2ncc(C(F)(F)F)cc2Cl)n[nH]1,-2%,5%,-1%,16%,-16%,-2%,-3%,2%,13%,5%,12
O=C(COC(=O)CCCNC(=O)c1ccc(Cl)cc1)NC1CC1,0%,-15%,-2%,-11%,-5%,7%,1%,0%,-10%,13%,6
CN(C)CCCNC(=O)/C(=C\c1ccc(-c2cccc([N+](=O)[O-])c2)o1)NC(=O)c1ccccc1,-11%,2%,-1%,-15%,7%,8%,-10%,-3%,-18%,-13%,-7
Cc1cnc(C(=O)OCC(=O)N(C)CC(=O)Nc2ccccc2Cl)cn1,.,1%,-1%,.,.,3%,-6%,0%,.,-1%,-7
CCCc1[nH]nc2c1C(c1ccncc1)C(C#N)=C(N)O2 (configuration not stated),8%,3%,-4%,1%,-2%,-3%,-7%,0%,5%,2%,-4
Cc1ccc(C(=O)OCC(=O)N(CCc2ccccc2)Cc2ccccc2)cc1S(=O)(=O)N1CCOCC1,.,8%,-9%,.,.,2%,-50%,-6%,.,-4%,15
Cc1cc(NC(=O)c2c(-c3ccccc3Cl)noc2C)no1,-5%,0%,1%,-2%,-3%,-4%,-27%,6%,0%,1%,0
CCC(C)c1ccccc1NC(=O)C(C)NCCN(C)C (configuration not stated),3%,-1%,-3%,0%,-7%,-2%,21%,-4%,.,-1%,2
CCOc1nc(NCc2ccco2)nc(Nc2ccc(OC)cc2)n1,-1%,?,8%,?,?,1%,22%,-1%,?,2%,6
COc1ccc(OC)c(NC(=O)C23CC4CC(C2)CC(n2cnc(Br)n2)(C4)C3)c1,-1%,15%,-4%,-5%,2%,6%,-14%,-1%,-22%,1%,-12
O=C(NCCc1ccc(Cl)cc1)Nc1ccc(Cl)cc1,-4%,-6%,0%,-1%,4%,3%,47%,-6%,.,-2%,-7
O=C(Nc1ccc(N2CCN(C(=O)c3cccs3)CC2)c(Cl)c1)c1cccnc1,-3%,-4%,-14%,18%,-24%,-10%,-16%,0%,40%[activator],-7%,-2
CCOC(=O)N1CCN(C(=O)C2CC(=O)N(c3ccccc3)C2)CC1 (configuration not stated),-5%,0%,-6%,-1%,-9%,6%,-1%,?,.,5%,-1
Cc1cc(C)nc(-n2ncc3c2CC(c2ccccc2)CC3=O)n1 (configuration not stated),0%,0%,-1%,-23%,3%,-14%,-18%,2%,-9%,-1%,10
CN(C)c1ccc(C(=O)C(O)c2ccccc2)cc1 (configuration not stated),-9%,-9%,-2%,11%,-5%,17%,20%,0%,15%,1%,0
COc1ccc(N(CC(=O)Nc2nccs2)S(=O)(=O)c2c(C)nn(C)c2C)cc1,11%,5%,-3%,-1%,-7%,-2%,-19%,-2%,9%[11.7 µM],-1%,9
Clc1ccc(/C=N/c2c(-c3ccc(Cl)cc3)nc3n2CCS3)cc1,5%,-5%,3%,40%,3%,-1%,-21%,-6%,?,3%,10
CC(C(=O)Nc1ccc2c(c1)OCCO2)N(c1ccccc1)S(C)(=O)=O (configuration not stated),-4%,0%,-1%,-4%,0%,4%,-1%,2%,.,-3%,5
CCCNCC1COc2ccccc2O1 (configuration not stated),-2%,2%,-1%,-3%,8%,-3%,3%,-1%,2%,-2%,34[activator]
Brc1cccc(CNc2nc3ccccc3n2CCN2CCCCC2)c1,-1%,3%,-13%,4.5µM*,-20%,-6%,-38%,-3%,.,-13%,-12
O=C(c1cc(-c2ccc(Cl)cc2)n(-c2cc(Cl)ccc2Cl)n1)N1CCOCC1,-4%,0%,0%,?,?,10%,-13%,-2%,?,8%,17
Cc1nnc(SCCn2c(Br)nc3c2c(=O)n(C)c(=O)n3C)s1,1%,0%,-12%,17%,-3%,-4%,-17%,1%,-24%,-7%,5
Cc1ccc(C2=NN(CC(=O)NCc3ccco3)C(=O)CC2)cc1,11%,1%,1%,?,-3%,-7%,0%,0%,-12%,-4%,7
COCCN1C(=O)C(=O)/C(=C(/O)c2cccc(OC)c2)C1c1ccco1 (configuration not stated),1%,0%,2%,-15%,-6%,-3%,5%,-4%,-4%,-3%,-4
CCCNC(=O)CCc1cc(C(C)(C)C)c(O)c(C(C)(C)C)c1,0%,-2%,0%,14%,-11%,-4%,0%,-5%,1%,-4%,3
CCCCOC(=O)C1=C(C)NC(=O)NC1c1ccccc1 (configuration not stated),-5%,0%,-3%,35%,-2%,.,-3%,-6%,0%,-3%,4

# Compound activity from PubChem.
